Screening results: PubChem BioAssay, National Center for Advancing Translational Sciences (NCATS)
uPA generation: inhibitors of cell surface uPA generation; cell surface uPA generation assay, qHTS; Potency, µM (highest dose often 38.3 µM), for inactives: top-dose activity change, negative = inhibition, most hits filed as inhibitors; actives 0.31% (n = 330,000); AID 540303; active means well fitted inhibition curve with a large enough effect; inconclusive means small, poorly fitted or top-dose-only effect; inactive means no such curve, though single readings can be large or run the other way; tested in mouse RAW 264.7 cells; further: potency means the concentration at half of the fitted maximal effect; nearly all actives have a fitted effect of over 55% in size
BCR signal inh: inhibitors of chronic active B-cell receptor signaling | ABC-DLBCL IkBa-CBG/CBR reporter, luminescence ratio, 4 h | Potency, µM (highest dose often 46.1 µM), inactives show top-dose ratio change, negative = lower green/red ratio, actives largely listed as inhibitors | actives 0.05% (n = 340,000) | AID 493014; active means well fitted inhibition curve with a large enough effect in the signal ratio, with a control signal flat, not every such curve was filed as active; inconclusive means small, poorly fitted or top-dose-only effect, or effect the other way, or a change in a side signal; the % refers to the signal ratio;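 further: potency means the concentration at half of the fitted maximal effect; plate controls were basal doxycycline-induced cells for no effect and cells given 10 µM MG132 for full effect; MG132 reads +100%, hits lower the ratio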
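Doxycycline induced both beetle luciferases in TMD8 lymphoma cells; IKK-driven degradation limits the IkappaBalpha-fused green signal, while red luminescence normalises for cell number and nonspecific effects. Compounds tested up to 46 uM, 4 hrs.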
B2AR arrestin: recruits beta-arrestin to the human beta2-adrenergic receptor | actives 0.02% (n = 330,000) | Potency, µM (doses to about 46.1 µM), for the others: at the highest dose activation, usual class: activators | beta-arrestin recruitment to beta2AR, cell-based reporter | P07550 | AID 492947;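 further: potency means the concentration at half of the fitted maximal effect; 0% = DMSO controls and full agonism = EC100 isoproterenol or metaproterenol; nearly all actives have a fitted effect of over 65% in size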
hERG WT inh: inhibitors of human wildtype KCNH2 potassium channel; actives 0.37% (n = 340,000); activity change, % at 1.84 µM; Q12809; U2OS, BacMam KCNH2, thallium flux FluxOr; stronger effect = lower value;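 active means maximum activity change below -70%; inconclusive means maximum activity change between -70% and -50%; inactive means maximum activity change above -50%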
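U2OS cells transduced with wild-type KCNH2 virus are loaded with FluxOr dye for 45 min, and thallium flux is measured in kinetic reads before and after stimulation buffer. Rate constants are normalized to DMSO controls.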
Eya2 phos inh: inhibitors of human Eya2 phosphatase activity. recombinant Eya2, OMFP fluorescence dephosphorylation (OMFP is methylfluorescein phosphate). actives 0.006% (n = 330,000). AID 488837. O00167. Potency, µM (series often up to 76.9 µM), for the others: top-dose activity, negative = inhibition, hits mostly inhibitors; further: potency means the concentration at half of the fitted maximal effect
Target sequence (O00167 whole entry, looked up): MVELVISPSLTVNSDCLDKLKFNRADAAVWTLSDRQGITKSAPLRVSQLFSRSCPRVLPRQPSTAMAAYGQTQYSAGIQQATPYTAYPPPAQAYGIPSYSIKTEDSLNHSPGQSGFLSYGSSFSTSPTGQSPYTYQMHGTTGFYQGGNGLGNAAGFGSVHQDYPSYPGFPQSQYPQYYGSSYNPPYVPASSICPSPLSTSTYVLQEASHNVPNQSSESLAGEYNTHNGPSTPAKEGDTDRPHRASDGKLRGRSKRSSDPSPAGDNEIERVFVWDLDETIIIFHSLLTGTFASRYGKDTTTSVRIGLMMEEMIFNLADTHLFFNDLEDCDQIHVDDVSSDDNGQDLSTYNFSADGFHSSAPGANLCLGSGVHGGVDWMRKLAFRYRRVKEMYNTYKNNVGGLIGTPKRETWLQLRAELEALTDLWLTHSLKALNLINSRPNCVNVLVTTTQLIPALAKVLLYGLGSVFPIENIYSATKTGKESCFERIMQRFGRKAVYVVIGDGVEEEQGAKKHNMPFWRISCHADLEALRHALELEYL
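Eya2 protein (added as 0.2 uM solution) was preincubated with compound for 10 min at ambient temperature in 50 mM HEPES pH 7.5, 50 mM NaCl, 5 uM MgCl2, 0.05% BSA, 1 mM DTT. OMFP (added at 50 uM) then reacted 10 min; fluorescence read at 485/525 nm.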
GALK inh: blocks human galactokinase activity; P51570; Purified GALK, Kinase-Glo residual ATP luminescence; Potency, µM (series often up to 57.5 µM), without a hit: at the highest dose activity change, negative = inhibition, hits mostly inhibitors; actives 0.007% (n = 270,000); AID 1868; further: potency means the concentration at half of the fitted maximal effect
Target sequence (P51570 whole entry, looked up): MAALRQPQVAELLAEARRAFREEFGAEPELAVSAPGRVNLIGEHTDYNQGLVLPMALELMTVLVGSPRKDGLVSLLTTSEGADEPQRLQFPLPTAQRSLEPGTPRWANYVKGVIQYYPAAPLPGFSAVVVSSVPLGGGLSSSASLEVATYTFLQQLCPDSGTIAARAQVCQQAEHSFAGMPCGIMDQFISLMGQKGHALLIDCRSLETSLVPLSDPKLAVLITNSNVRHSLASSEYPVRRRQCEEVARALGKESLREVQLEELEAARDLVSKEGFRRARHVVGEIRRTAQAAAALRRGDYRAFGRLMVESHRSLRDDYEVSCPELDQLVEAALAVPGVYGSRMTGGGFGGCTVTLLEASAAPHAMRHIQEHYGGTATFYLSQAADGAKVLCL
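Compounds were pin-transferred into ATP buffer (35 uM final), then GALK plus galactose (5 nM, 100 uM final) was added. After 1 h at room temperature, Kinase-Glo Plus was added and luminescence read after 10 min.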
Giardia killer: kills Giardia lamblia; activity change, % at 7.66 µM, hits read low; actives 0.15% (n = 340,000); AID 540267; Giardia lamblia trophozoite viability; in the data active means activity change below about -80%; inconclusive means between about -30% and that limit;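 further: parasites exposed to compound for two days anaerobically before the ATP read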
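Media and compound were dispensed first, then trophozoites at 100 cells/well; plates sat 48 hrs at 37 deg C without oxygen before ATP luminescence reagent was added and read after 15-30 min at room temperature.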
PKM2 activator: increases activity of human pyruvate kinase M2 | P14618 | purified PKM2, Kinase-Glo ATP luminescence, activation; response scale: 0% is enzyme alone, no compound | Potency, µM (doses to about 57.5 µM), without a hit: at the top dose activation, hits mostly activators | actives 0.34% (n = 260,000) | AID 1631; further: potency means the concentration at half of the fitted maximal effect; nearly all actives have a fitted effect of over 55% in size
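Purified hPK-M2 (>95% pure) converted ADP (0.1 mM final) to ATP with 0.5 mM PEP in 50 mM imidazole pH7.2, KCl, MgCl2, Tween 20, BSA; 1 h at room temperature. ATP detected by Kinase-Glo luminescence.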
FBPA coupling cs: coupling enzyme interference in Giardia aldolase counter-screen. activity change, negative = inhibition, % at 58.2 µM, hits read low. actives 0.67% (n = 290,000). coupling enzyme system counterscreen, AmpLite Red fluorescence; in the data active means activity change below about -30%
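First, compound is pin-transferred into glyceraldehyde-3-phosphate coupling-enzyme reagent at 57.5 uM final and held 10 min at RT. Next, substrate, coupling system and AmpLite Red are added. After 20 min RT, fluorescence (525/598 nm) is read.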
USP2a inh: inhibitors of human ubiquitin-specific protease USP2a | AID 463254 | actives 0.01% (n = 330,000) | Potency, µM (top dose mostly 38.3 µM), inactives show at the highest dose activity change, negative = inhibition, most hits filed as inhibitors | USP2 core, Ub-CHOP2 coupled fluorogenic reporter, 485/531 | O75604;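 further: potency means the concentration at half of the fitted maximal effect; plate controls were DMSO wells for no effect and full inhibition by NEM control for full effect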
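USP2 core (10nM final) preincubated 30min RT with compound in 20mM Tris-HCl pH 8.0, 2mM CaCl2, 2mM beta-mercaptoethanol, 0.05% CHAPS; 25nM Ub-CHOP2 plus 25nM reporter substrate added, fluorescence (Ex485/Em531) read after 60min.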
KCNH2 3.1 block: KCNH2 3.1 (human) potassium channel inhibition. activity change, % (tested at about 1.8 µM). actives 0.95% (n = 340,000). U2OS KCNH2 3.1, thallium flux FluxOr; stronger effect = lower value;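 active means maximum activity change below -70%; inconclusive means maximum activity change from -70% to -50%; inactive means maximum activity change above -50%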;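 further: thallium influx rate constant from kinetic fluorescence after stimulation buffer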
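Measured as rate of thallium-driven FluxOr signal in transduced U2OS cells carrying the 3.1 channel, read kinetically for 2 min upon stimulation; values are rate constants scaled to DMSO control wells.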
* hit, by the source's call; ? = inconclusive; . = not tested or not shown; & = joins results of further samples; [ ] = dose if it differs, or a comment. Unless noted, the call rests on the fitted dose curve; in most records, active means well fitted curve in the direction sought with a large enough effect; inconclusive means small, poorly fitted or top-dose-only effect, or another doubt; inactive means no such curve, though single readings can be large; an effect the other way counts as inactive or inconclusive. Unless noted, on the % scale 0 is the no-effect control and ±100 the full control effect.

smiles,uPA generation,BCR signal inh,B2AR arrestin,hERG WT inh,Eya2 phos inh,GALK inh,Giardia killer,PKM2 activator,FBPA coupling cs,USP2a inh,KCNH2 3.1 block
CCN(CC)CCCNC(=O)c1ccc2c3n(nc2c1)-c1ccc(Cl)cc1CO3,?,1%,-0.1%,10,15%,.,-2,.,.,1%,-12
O=c1c2c(nc3cc(-c4cccc(Cl)c4)[nH]n13)CCCC2,-2%,-9%,-0.1%,2,3%,4%,-29,-2%,-11,0%,-2
Cc1ccc(S(=O)(=O)NCCN2CCOCC2)c(C)c1C,-1%,?,0.0%,-8,7%,11%,-2,-5%,3,-1%,4
CC(=O)Nc1ccc(NC(=O)C2CCCN(c3ncccn3)C2)cc1 (stereo unspecified),-2%,0%,0.2%,2,3%,1%,8,1%,2,0%,2
O=C(NC1CS(=O)(=O)CC1NCc1ccco1)c1ccccc1 (stereo unspecified),0%,-1%,-0.1%,8,-7%,14%,5,-2%,0,3%,.
Cc1ccc(C)c(NC(=S)NC(C)C(c2cccs2)N2CCOCC2)c1 (stereo unspecified),2%,2%,-1.8%,7,-4%,.,-18,-4%,0,1%,4
COc1cccc(-n2nc(C(N)=O)c(O)cc2=O)c1,6%,-1%,0.1%,-10,-6%,9%,-4,0%,4,1%,-10
O=C(Nc1nccs1)c1ccc(S(=O)(=O)c2ccccc2)cc1,1%,?,0.1%,3,6%,1%,22,6%,5,-1%,-2
Cc1[nH]c(C)c(S(=O)(=O)NCc2ccc(F)cc2)c1C(=O)N1CCCC1,-1%,-6%,-0.1%,1,6%,4%,36[activator],.,.,0%,-5
CCCCn1c(N)c(N(CCOC)C(=O)c2cc(-c3ccc(C)cc3)nc3ccccc23)c(=O)[nH]c1=O,6%,-7%,-0.2%,-5,-10%,.,-2,.,.,-1%,-3
Cc1c(NC(=O)CCCCCN2C(=O)c3ccccc3C2=O)c(=O)n(-c2ccccc2)n1C,4%,1%,-1.4%,15,1%,.,-6,0%,-3,3%,-7
O=C(CSc1nnc2c(n1)[nH]c1ccccc12)Nc1ccc(N2CCOCC2)cc1,-2%,?,11%,2,20%,.,-9,-1%,-4,0%,-7
CN(CC(=O)NCc1ccc(F)cc1)Cc1ccc(Br)cc1,-1%,8%,0.0%,8,4%,-4%,10,-6%,3,3%,22
CC(C(=O)NCc1ccco1)n1nc(-c2ccccc2)c2cc(Cl)ccc21 (stereo unspecified),1%,15%,-0.3%,4,12%,2%,-6,14%,-1,-1%,5
Cc1[nH]ccc(=O)c1OC1OC(CO)C(O)C(O)C1O (stereo unspecified),2%,-3%,-0.8%,.,-2%,.,-26,-3%,3,0%,.
O=C(NCc1cccnc1)Nc1cc(Cl)cc(Cl)c1,3%,?,-0.9%,21,-13%,4%,?,1%,-1,0%,-36
CC(C)(C)c1ccc(CNc2ccc([N+](=O)[O-])cn2)cc1,2%,3%,-0.1%,-4,-15%,1%,-10,-1%,1,3%,-5
Cc1ccc(/C=C2\CCCC3=C2NC(=S)NC3c2ccc(C)cc2)cc1 (stereo unspecified),1%,-10%,-0.2%,0,1%,.,-9,0%,0,-4%,8
CC(C)N1CCc2c(sc(N)c2C#N)C1,-1%,0%,0.0%,3,4%,5%,1,-5%,-7,9%,2
Cc1cc(-c2onc(C)c2C(=O)N/N=C/c2ccccc2)no1,7%,5%,0.4%,-7,-3%,0%,6,-2%,-21,-1%,2
CC(=O)c1ccc(OCC(O)CN2CCN(S(=O)(=O)c3cccc(Br)c3)CC2)cc1 (stereo unspecified),-3%,-4%,-0.3%,4,-9%,1%,-1,14%,0,-2%,-5
COc1cccc(N2C(=O)C3ON(c4ccccc4)C(c4cccs4)C3C2=O)c1 (stereo unspecified),18%,1%,-0.4%,10,4%,3%,-17,0%,1,3%,-10
COC(=O)c1ccccc1NC(=O)C1CCN(C(=O)c2cc(OC)cc(OC)c2)CC1,-2%,4%,-0.2%,-1,-4%,-3%,-2,-7%,1,3%,1
CCOC(=O)c1[nH]c2ccc(Cl)cc2c1NC(=O)/C=C/c1ccc2c(c1)OCO2,1%,-1%,1.0%,-12,14%,0%,-5,4%,4,6%,?
CN(Cc1cccs1)C(=O)COC(=O)CNC(N)=O,4%,1%,0.1%,-2,-18%,1%,-2,-1%,3,2%,15
COc1ccc2c(c1)CC(C1(O)C(=O)N(C)c3ccccc31)C2=O (stereo unspecified),2%,-5%,-0.8%,5,21%,2%,2,5%,-1,1%,13
Cc1nn(-c2ccccc2)c(Cl)c1/C=N/NC(N)=O,2%,?,-1.0%,3,-14%,6%,-7,-6%,-1,-10%,-10
CCN(CC)S(=O)(=O)c1ccc(N2CC(C(=O)NC3(C)CCS(=O)(=O)C3)CC2=O)cc1 (stereo unspecified),?,0%,-0.4%,7,-3%,.,4,.,.,0%,-1
C/C=C1\COC(C(=O)NCc2ccccc2)(C(F)(F)F)C=C1C=C(C)C (stereo unspecified),-10%,.,.,14,.,.,7&-24,.,-1,.,-12
N#Cc1ccccc1NC(=O)CN1C(=O)NC2(CCCC2)C1=O,2%,-2%,0.1%,4,7%,-5%,5,0%,-3,0%,27
CCNC(=S)NNC(=O)c1cccc(Br)c1,8%,-23%,0.2%,14,-13%,4%,-19,-4%,1,0%,19
OCCCNc1nc(-c2ccc(Cl)cc2)nc2ccccc12,-9%,10%,3.1%,5,-4%,0%,-13,0%,-2,2%,-4
COc1ccc(S(=O)(=O)N(C)C2CCN(C)CC2)cc1,-12%,7%,-0.3%,-1,-24%,-1%,21,-4%,2,3%,8
CC(C)c1cc(C(=O)Nc2cccnc2)no1,.,?,-0.1%,-2,15%,1%,-10,-49%,0,4%,9
CC(=O)c1ccccc1NC(=O)COc1ccc(N(C)S(=O)(=O)c2ccc(C)c(C)c2)cc1,20%,0%,0.5%,1,-7%,.,-2,.,.,-5%,-29
O=c1c(-c2ccccc2)nnc2sc(COc3ccc(Br)cc3)nn12,3%,14%,-0.3%,-2,-2%,4%,0,.,0,-1%,12
CC(C)(C)c1ccc(S(=O)(=O)NCCOCC(F)(F)C(F)F)cc1,3%,-2%,-0.4%,-7,1%,1%,-12,7%,-3,-2%,-3
NS(=O)(=O)OCCCc1ccc(C(F)(F)F)cc1,-13%,?,0.4%,6,8%,.,17,-1%,1,0%,-5
O=C(CSc1nc2ccccc2[nH]1)c1ccc(Cl)s1,-3%,0%,0.1%,23,9%,-2%,0,4%,0,3%,.
Cc1nc(CCNC(=O)Cc2ccc(Cl)cc2)cs1,4%,?,-0.1%,-10,13%,0%,-8,-1%,1,1%,4
CC(C)CCCNc1nc(N2CCOCC2)nc(N2CCOCC2)n1,10%,-25%,0.3%,16,-11%,-1%,6,19%,1,0%,0
Nc1ccc2ncccc2c1N,-3%,0%,0.0%,2,7%,1%,-8,-3%,-40*,3%,-3
CC(C)Oc1ccc(C(CC(=O)O)Cc2ccccc2)cc1 (stereo unspecified),-4%,2%,0.5%,7,7%,.,-15,.,10,4%,-7
CN1C(=O)C2(C(C#N)=C(N)N(c3cc(Cl)cc(Cl)c3)C3=C2C(=O)CCC3)c2ccccc21 (stereo unspecified),11%,-12%,0.0%,1,13%,1%,11,4%,2,-1%,-5
Cc1nc2ccccc2c(=O)n1C1CCCCCC1,-3%,-3%,-0.4%,-9,0%,17%,11,0%,-1,0%,1
CCN(CC(=O)Nc1ccccc1OC)C(=O)CSCc1ccc(C)cc1,7%,0%,0.0%,-9,-3%,.,4,.,.,0%,-7
CN(C)C(CNc1ncnc2sc3c(c12)CCCCC3)c1ccco1 (stereo unspecified),0%,19%,0.0%,-6,-3%,-3%,2,-8%,0,1%,7
